High-throughput results from PubChem.
NR2E3 ag-1 = NR2E3 (human) agonism; Q9Y5X4; GST-NR2E3/biotin-RetCOR TR-FRET, 1536-well; inhibition of corepressor binding, % at 4.78 µM; 320,000 tested, 0.12% active; AID 2300;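 active = percent inhibition above the cutoff of mean plus 3 SD of all tested compounds, set per screening campaign, cut at about 20% in these data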;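 also: 0% = DMSO wells and 100% = biotin wells as full block of FRET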
Target sequence (Q9Y5X4 whole entry, looked up): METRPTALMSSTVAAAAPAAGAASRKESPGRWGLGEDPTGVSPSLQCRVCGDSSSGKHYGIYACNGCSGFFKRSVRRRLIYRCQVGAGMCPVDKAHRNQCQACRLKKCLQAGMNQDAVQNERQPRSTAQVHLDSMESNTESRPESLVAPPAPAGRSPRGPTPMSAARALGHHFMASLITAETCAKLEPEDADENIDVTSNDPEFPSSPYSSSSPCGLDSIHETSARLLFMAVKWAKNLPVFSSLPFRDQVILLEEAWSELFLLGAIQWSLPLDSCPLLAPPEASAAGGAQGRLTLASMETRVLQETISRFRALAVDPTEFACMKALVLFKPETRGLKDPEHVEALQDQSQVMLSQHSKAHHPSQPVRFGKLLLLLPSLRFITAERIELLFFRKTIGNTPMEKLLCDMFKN
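Assay system: NR2E3–RetCOR corepressor complex. Quantity: 1.35 nM GST-NR2E3. Buffer or medium: pH 7.5 Tris-based buffer. Reagent: biotinylated RetCOR corepressor at 7 nM final. Schedule: 5 h at 4 °C. Detection: TR-FRET, emission read at 617 and 671 nm. Replicates: one well per compound, singlicate testing.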
NR2E3 ag-2 = human photoreceptor-specific nuclear receptor agonism; Q9Y5X4; CHO-S Gal4-NCOR/VP16-NR2E3 two-hybrid, luciferase; inhibition of corepressor binding, % at 3.98 µM; 360,000 tested, 0.35% active; AID 602229;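 active = inhibition above the mean of all tested compounds plus 3 SD, cut at about 70% in these data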;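 also: 0% = DMSO with NR2E3 transfected cells and 100% = cells lacking NR2E3 construct; higher means lower luciferase signal from less NR2E3 corepressor binding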
Vif imaging = HIV Vif inhibition; HEK293T cells, Vif self-association by quenched fluorescence, imaging, 24 h; inhibition, % at 7.49 µM; 340,000 tested, 0.35% active; in the data active = inhibition above about 50%, passing the limit was not always enough; also: some results filed as inactive read as strong as hits
MITF TRPM1 inh = MITF TRPM1 promoter inhibition in SK-MEL-5 cells | SK-MEL-5 TRPM1 promoter luciferase, 24 h | inhibition, % at 12.5 µM | 330,000 tested, 0.83% active;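 active = mean inhibition across replicates of 60% or more, whatever share of single replicates reaches that level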; also: values of inactives mirror those of a sister screen read the other way
HIF-2a inh = HIF-2a inhibition; inhibition, % at 18.8 µM; AID 624352; 786-0 RCC cells HIF-2a reporter, luciferase luminescence, overnight; 360,000 tested, 0.72% active;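 active = inhibition of the luminescence signal of 40% or more relative to plate controls, in a single-dose primary screen at 18.75 µM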
hiPSC survival = enhancers of human iPSC single-cell survival | hiPSC single-cell survival, ATPlite luminescence; 100% = ROCK inhibitor wells, 0% = DMSO | survival enhancement, % at 20 µM | 360,000 tested, 0.044% active | AID 602274; in the data active = survival enhancement above about 18%;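 also: cells exposed to compounds for 16 hours before the ATP read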
PDI turbidity = PDI (human) enzyme inhibition; P07237; PDI insulin aggregation turbidity, A650, 90 min; inhibition, % at 10 µM; 350,000 tested, 0.052% active; AID 588391;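 active = mean inhibition across replicates of 30% or more, whatever share of single replicates reach that level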;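 also: absorbance from insulin aggregation driven by PDI reduction with DTT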
Target sequence (P07237 whole entry, looked up): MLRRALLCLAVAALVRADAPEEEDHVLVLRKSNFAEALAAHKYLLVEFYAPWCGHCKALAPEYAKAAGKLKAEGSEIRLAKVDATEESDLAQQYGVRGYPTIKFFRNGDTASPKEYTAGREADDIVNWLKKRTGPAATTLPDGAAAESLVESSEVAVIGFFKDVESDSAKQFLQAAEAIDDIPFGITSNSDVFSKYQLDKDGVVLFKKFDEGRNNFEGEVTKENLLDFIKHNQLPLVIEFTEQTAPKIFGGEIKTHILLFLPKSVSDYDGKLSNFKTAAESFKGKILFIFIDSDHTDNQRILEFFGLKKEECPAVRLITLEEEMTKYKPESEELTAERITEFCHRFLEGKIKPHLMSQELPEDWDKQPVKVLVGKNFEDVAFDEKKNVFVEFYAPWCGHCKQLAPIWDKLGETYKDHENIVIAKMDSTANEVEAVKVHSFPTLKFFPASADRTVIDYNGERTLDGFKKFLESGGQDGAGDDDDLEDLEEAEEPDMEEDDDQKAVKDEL
Granule exo inh = blocks lytic granule exocytosis. TALL-104 LAMP-1 surface exposure, flow cytometry; cells stimulated with thapsigargin and PMA. 360,000 tested, 0.66% active. inhibition, % at 10 µM;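 active = inhibition above about 55%, limit read from the data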
aDG glyco act = alpha-DG glycosylation activation; Pro5-aDG cells, alpha-DG glycosylation AlphaScreen (IIH6); 0% Pro5, 100% B10-LARGE cell signal; activation, % at 10 µM; 360,000 tested, 0.22% active; AID 624168;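 active = activation of at least 8% versus controls, or a plate z-score of at least 8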;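 also: Pro5 are CHO cells carrying HIG-tagged alpha-DG that lacks glycosylation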
CaV13 ICDI inh = Disruptors of the CACNA1D IQ motif to Ca2+-dependent inactivation inhibitor domain association, primary screening, Förster resonance energy transfer in intact living …; 340,000 tested, 0.098% active; inhibition, % at 12.3 µM; AID 743397; HEK cells, CFP/YFP FRET ICDI-IQ, plate reader, 10 min; percent FRET-ratio fall versus neutral wells;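 active = mean replicate inhibition of at least 30% and at least 1% of replicates passing that level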;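 also: 0% = median of the neutral control wells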
Peg3 prom inh = reduces Peg3 promoter-driven luciferase expression in HeLa | HeLa PEG-Prom luciferase reporter, luminescence, overnight | inhibition, % at 20 µM | 360,000 tested, 1.7% active | AID 588405;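 active = inhibition of at least 50% at 20 µM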
* = called active by the depositor; nt = no result given.

Molecule | NR2E3 ag-1 | NR2E3 ag-2 | Vif imaging | MITF TRPM1 inh | HIF-2a inh | hiPSC survival | PDI turbidity | Granule exo inh | aDG glyco act | CaV13 ICDI inh | Peg3 prom inh
CCN1CCc2c(sc(NC(=O)Cc3ccccc3)c2C(N)=O)C1 | 6 | -30 | 24 | nt | -1 | -1.3 | nt | 0 | 0.2 | -1 | -2
COc1ccccc1NC(=O)C1CCCN(S(=O)(=O)c2c(C)noc2C)C1 (configuration not stated) | 2 | -10 | -7 | 7 | 3 | 0.1 | 8 | -5 | 0.0 | -2 | 10
O=C(NC(=Nc1nc2ccccc2o1)NC(=O)c1ccccc1)c1ccccc1 | 1 | -32 | -1 | -55 | -186 | 1.4 | 20 | -3 | -0.1 | -5 | -95
Cc1ccnc(SCC(=O)N2CCc3ccccc3C2)n1 | -3 | -11 | -1 | -6 | -10 | 0.3 | -5 | -2 | 0.0 | -4 | -2
CCn1c(=O)n(CC(=O)NCc2ccccc2OC)c(=O)c2ccccc21 | 0 | 8 | -11 | 9 | 4 | -0.4 | -4 | -1 | -0.3 | 0 | 15
O=C(Nc1nnc([C@H]2C[C@H](O)[C@@H](CO)O2)s1)Nc1cccc(Cl)c1Cl | nt | -62 | nt | nt | -44 | -3.0 | -1 | -6 | -0.1 | -6 | -37
CCc1ccc2nc(NC(=O)CSCc3c(C)noc3C)sc2c1 | 0 | -61 | -3 | -40 | -167 | 0.0 | 1 | -1 | 0.4 | nt | -185
CC(C)N(C(=O)[C@H]1C[C@H](CC(=O)NCC23CC4CC(CC(C4)C2)C3)C(=O)N2CCc3c([nH]c4ccc(Cl)cc34)[C@]12C)C(C)C | nt | -1 | nt | 19 | -17 | -1.2 | -1 | 24 | 0.3 | -2 | 63*
CN1CCN(NC(=O)c2cc(-c3ccc(Br)s3)nc3ccccc23)CC1 | 26* | -9 | 12 | -17 | -33 | -0.5 | -2 | 41 | 1.0 | -2 | 19
C/C(=N\Nc1ccc([N+](=O)[O-])cc1)c1ccco1 | -1 | -168 | 17 | -78 | -254 | 2.5 | -7 | 0 | -0.2 | -11 | -346
O=C(Nc1cccn(Cc2cccc(F)c2)c1=O)NC1CCCCC1 | -2 | 1 | 0 | -5 | 5 | 0.2 | 1 | 26 | -0.1 | -4 | 0
CNC(=S)NNC(=O)c1noc(C)c1C(=O)N1CCN(C(c2ccccc2)c2ccccc2)CC1 | -2 | -36 | 2 | 4 | 9 | -0.9 | 0 | -1 | -0.2 | 3 | 9
O=C(NCc1cccs1)[C@@H]1CSC2c3ccccc3C(=O)N21 (some centres not stated) | 1 | -19 | 7 | -3 | 6 | -2.1 | -4 | 0 | -0.3 | -5 | 6
O=C(COc1ccccc1)N1N=C(c2cccnc2)CC1(O)C(F)(F)F (configuration not stated) | 0 | -11 | 5 | -1 | 15 | 0.9 | 11 | 0 | 0.2 | -19 | -4
CC1CCCC(C)N1C(=O)c1cc(-c2ccc(Cl)c(Cl)c2)on1 (configuration not stated) | 0 | -23 | -12 | -91 | -185 | 1.4 | 2 | -2 | 0.0 | -5 | -180
CC1(C)c2[nH]c3ccccc3c2C[C@H]2C(=O)N(Cc3ccc(F)cc3)C(=O)N21 | 3 | 27 | 5 | 5 | 21 | -0.6 | -4 | -5 | 0.2 | -6 | 47
O=C(Nc1ccccc1C(=O)N1CCOCC1)c1ccc(Br)cc1 | 2 | -8 | 1 | 0 | 12 | 0.5 | -1 | 1 | -0.2 | nt | -4
Cc1ccc(S(=O)(=O)NCc2csc(C)n2)cc1 | nt | -3 | 4 | 1 | 17 | 1.2 | 6 | -6 | 0.0 | -14 | 11
CCOc1ccc(C(=O)Nc2ccccc2C#N)cc1[N+](=O)[O-] | 5 | -23 | nt | -13 | 1 | 3.2 | 4 | -2 | 0.2 | -5 | -2
O[C@H]1CN(CC2CCCCC2)[C@@H](c2ccc(Cl)cc2)C[C@@H]1n1cc(C2CC2)nn1 | nt | 12 | -2 | nt | -29 | 1.1 | 3 | 2 | 1.3 | -6 | 3
COc1cc(/C=C/C(=O)OC(C)C(=O)Nc2c(C)n(C)n(-c3ccccc3)c2=O)ccc1OCC#N (configuration not stated) | -1 | -17 | -7 | -2 | 18 | -1.7 | 11 | 3 | -0.3 | -2 | 2
N#CCCN(C(=O)COC(=O)c1ccc(Cl)nc1)c1ccc2c(c1)OCCO2 | nt | -8 | 16 | nt | -3 | -2.1 | 3 | 8 | -0.2 | -11 | 0
O=C(CNC(=O)c1ccc(Cl)cc1)Nc1ccc(S(=O)(=O)Nc2ncccn2)cc1 | 2 | -10 | 5 | 10 | 12 | -0.1 | -2 | 0 | -0.3 | -5 | 14
CCN(CC)C(=O)Cn1ncc2c1-c1ccccc1OC2 | 5 | 23 | 35 | nt | 3 | 2.2 | nt | -4 | 0.1 | -2 | 2
CCOCCCNC(=O)C(c1ccccc1)N(Cc1ccc2c(c1)OCO2)C(=O)CNC(C)=O (configuration not stated) | -1 | -3 | 32 | -7 | 12 | 1.8 | -3 | 0 | -0.1 | -3 | 0
CN(C)S(=O)(=O)Oc1ccc(Cl)cc1C(=O)Nc1ccc(F)cc1F | -2 | -24 | 0 | 13 | 9 | -0.5 | 12 | 0 | -0.1 | -6 | 9
CCc1ccccc1NC(=O)c1onc(C)c1Cl | 16 | 5 | 3 | nt | -15 | 0.0 | 0 | 3 | 0.1 | -4 | -8
COc1ccc(C2/C(=C(/O)c3ccc(OC(C)C)cc3)C(=O)C(=O)N2CCCN2CCOCC2)cc1 (configuration not stated) | 3 | -10 | 6 | 8 | -7 | -0.6 | 5 | -4 | 0.0 | -3 | -12
Cc1ccc(F)cc1NC(=O)N1CCCN(C(=O)OC(C)(C)C)CC1 | -2 | 8 | 3 | -4 | 12 | -0.4 | 2 | -2 | 0.0 | -2 | 17
CCN1CCN(Cc2c(C)[nH]c3ccc(C(=O)OC)cc3c2=O)CC1 | 2 | -22 | -16 | 7 | 12 | 1.9 | 11 | 1 | -0.1 | -5 | 11

3 of the entries above in order of the HIF-2a inh value, smallest number first.
SMILES	HIF-2a inh
O=C(Nc1nnc([C@H]2C[C@H](O)[C@@H](CO)O2)s1)Nc1cccc(Cl)c1Cl	-44
CCc1ccccc1NC(=O)c1onc(C)c1Cl	-15
COc1ccccc1NC(=O)C1CCCN(S(=O)(=O)c2c(C)noc2C)C1 (configuration not stated)	3

Continuation.
Molecule | NR2E3 ag-1 | NR2E3 ag-2 | Vif imaging | MITF TRPM1 inh | HIF-2a inh | hiPSC survival | PDI turbidity | Granule exo inh | aDG glyco act | CaV13 ICDI inh | Peg3 prom inh
COc1ccc(Cl)cc1NC(=O)C1CCCN(S(=O)(=O)c2cccc3nonc23)C1 (configuration not stated) | nt | 41 | -3 | 1 | 9 | 0.1 | 1 | -5 | 0.5 | 3 | 25
CSc1nc(=O)n(-c2ccccc2)c(C)c1C(C)=O | -5 | -21 | -13 | -15 | -82 | 0.5 | -5 | -6 | 0.0 | -9 | -62
Cc1ccc(NC(=O)Nc2ncccc2C)cc1 | 0 | -129 | 0 | -22 | -232 | 3.1 | 3 | -1 | -0.2 | -5 | -308
Cc1ccc(O)c(CO)n1 | -1 | -3 | -5 | -5 | 18 | -0.2 | -8 | -2 | -0.2 | -6 | 21
CN(C)c1ccc(/C=N\NC(=O)c2csnn2)cc1 | -4 | -48 | 37 | -22 | -48 | -1.8 | -3 | 0 | -0.3 | nt | -116
C[C@@H]1C=C(C(=O)NCc2nc3ccccc3[nH]2)O[C@H](OCc2ccc(CO)cc2)C1 | 2 | 8 | 10 | 0 | -5 | -0.4 | -6 | 1 | 0.2 | -8 | 2
O=C(Cc1ccc(Cl)cc1)Oc1cccc2cccnc12 | -2 | 3 | 14 | -14 | 14 | 1.5 | -9 | -2 | 0.5 | nt | 10
CCCc1nc(SCC(=O)c2ccc(OC)cc2)c2ccccc2n1 | -2 | -24 | -2 | -1 | -2 | 1.6 | -1 | -4 | 0.5 | -3 | 15
O=C(CN1CCCc2ccccc21)NCc1ccccc1Cl | 2 | -44 | 3 | 12 | -70 | 1.0 | 13 | -1 | -0.1 | 1 | -17
O=C(Cc1ccc2c(c1)CCCC2)Nc1ccccc1Br | 3 | -5 | 5 | -15 | -75 | -1.5 | -4 | -3 | -0.1 | -8 | -25
O=C(OCN1C(=O)c2ccccc2C1=O)/C(=C\c1ccco1)NC(=O)c1ccccc1 | 1 | -5 | 8 | -5 | 2 | -1.9 | 2 | -3 | -0.2 | -5 | 8
O=C(c1ccco1)N1CCN(C(=O)c2cc3c(=O)oc4ccccc4c3s2)CC1 | 1 | -22 | 0 | 4 | 13 | 0.6 | 12 | 1 | -0.1 | nt | 13
CC(=O)Nc1ccc(S(=O)(=O)Nc2ccc(C)c([N+](=O)[O-])c2)cc1 | 3 | -7 | -4 | 3 | 3 | -0.2 | 6 | 1 | -0.1 | -6 | 22
Cc1cc2c(c(SCC(=O)NCc3ccccc3Cl)n1)C(=O)OC2 | -7 | -15 | 15 | 3 | -1 | 0.0 | -4 | -2 | -0.1 | -6 | 20
CN(CC1CCCN(CCc2cccc(C(F)(F)F)c2)C1)C(=O)c1ccc2nc[nH]c2c1 (configuration not stated) | -3 | -8 | 3 | 3 | 12 | -0.4 | -1 | 8 | 0.2 | -6 | 1
CCCCc1nc2ccccc2c(NC(=O)CN(CC)CC)c1CCC | -2 | -9 | -7 | 10 | 11 | 3.1 | 5 | 1 | 0.4 | -6 | 5
NN=C(c1ccccc1)c1ccccc1 | 1 | -10 | 9 | nt | 15 | -0.4 | -4 | -15 | -0.1 | -5 | -1
CC12CCC(C(=O)Nc3ccc(SC(F)F)cc3)(CC1=O)C2(C)C (configuration not stated) | -3 | -11 | -2 | 3 | -9 | -0.6 | 4 | -1 | 0.1 | -7 | 5
O=C(c1ccc(-n2cncn2)c2ccoc12)N1CCOCC1 | nt | 5 | 8 | nt | 4 | 0.0 | 0 | -8 | 0.0 | -11 | 3
O=C(COC(=O)C12CC3CC(CC(C3)C1)C2)Nc1ccc([N+](=O)[O-])cc1Br | 1 | -41 | 4 | -13 | 5 | 1.1 | -1 | 1 | -0.1 | -15 | 1
Cn1c(=O)n(C)c2cc(S(=O)(=O)N3CCCc4ccccc43)ccc21 | -2 | 17 | nt | 1 | 3 | -0.7 | 13 | -3 | 0.1 | -6 | 24
COC(=O)C1=C(C)n2nnnc2NC1c1cc2ccccc2o1 (configuration not stated) | 0 | -11 | 9 | 4 | 6 | 0.1 | -2 | -1 | -0.1 | -6 | 17
COc1cccc(NC(=O)CN(C)C(=O)c2ccc(OCc3ccccc3)c(OC)c2)c1 | -2 | 5 | -3 | -5 | -75 | -0.3 | 0 | -1 | -0.2 | -1 | -31
